# Screening data from PubChem BioAssay.
# m-calpain inh: blocks pig calpain II enzyme activity. 0.37% of 220,000 active. purified calpain II, fluorogenic peptide substrate, 30 min. AID 1236. inhibition, % at 16 µM;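 active means inhibition above about 50%, limit read from the data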
# EBV gp42 inh: inhibitors of Epstein-Barr virus glycoprotein 42. AID 1085. Fluorescence polarization binding assay, mP read-out. 0.42% of 220,000 active. Q1HVG2. inhibition, % (tested at 21.74 µM); in the data active means inhibition above about 50%
# Target sequence (Q1HVG2 whole entry, looked up): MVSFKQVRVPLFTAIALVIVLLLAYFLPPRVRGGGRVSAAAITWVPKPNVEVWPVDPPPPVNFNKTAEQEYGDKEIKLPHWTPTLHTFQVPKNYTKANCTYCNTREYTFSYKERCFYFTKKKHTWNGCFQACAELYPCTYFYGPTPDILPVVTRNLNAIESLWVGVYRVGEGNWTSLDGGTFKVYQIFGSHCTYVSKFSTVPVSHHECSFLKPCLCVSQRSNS
# Tb hexokinase: T. brucei hexokinase 1 inhibition; recombinant TbHK1, G6PDH-coupled NADH A340; inhibition, % at 10 µM; 0.11% of 220,000 active; AID 1430;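 active means inhibition of 50% or more in the single-dose primary screen; inactive means inhibition below 50%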
# Furin inhibitor: blocks human furin protease activity; AID 463115; purified furin, fluorogenic substrate cleavage; inhibition, % at 30 µM; 0.061% of 220,000 active; in the data active means inhibition above about 25%; further: inactives centre near -15
# p97 ATPase inh: blocks human p97 ATPase activity | recombinant p97 ATPase, Kinase-Glo ATP luminescence, 3 h | inhibition, % at 8 µM | 0.42% of 220,000 active | AID 1481; in the data active means inhibition above about 15%;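 further: 0% = DMSO vehicle and 100% = wells lacking enzyme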
# Runt-CBFb FRET: blocks binding of human RUNX1 Runt domain to CBFb. Q01196+Q13951. Cerulean-Runt/Venus-CBFb FRET ratio 530/480, 1 h. inhibition, % at 20 µM. 0.46% of 220,000 active;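 active means inhibition over about 50% at 20 µM in the single-dose screen, limit read from the data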;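 further: 0% = DMSO wells and 100% = excess unlabeled CBFb competitor control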
# Target sequence (Q01196 whole entry, looked up, the tested form may be a part): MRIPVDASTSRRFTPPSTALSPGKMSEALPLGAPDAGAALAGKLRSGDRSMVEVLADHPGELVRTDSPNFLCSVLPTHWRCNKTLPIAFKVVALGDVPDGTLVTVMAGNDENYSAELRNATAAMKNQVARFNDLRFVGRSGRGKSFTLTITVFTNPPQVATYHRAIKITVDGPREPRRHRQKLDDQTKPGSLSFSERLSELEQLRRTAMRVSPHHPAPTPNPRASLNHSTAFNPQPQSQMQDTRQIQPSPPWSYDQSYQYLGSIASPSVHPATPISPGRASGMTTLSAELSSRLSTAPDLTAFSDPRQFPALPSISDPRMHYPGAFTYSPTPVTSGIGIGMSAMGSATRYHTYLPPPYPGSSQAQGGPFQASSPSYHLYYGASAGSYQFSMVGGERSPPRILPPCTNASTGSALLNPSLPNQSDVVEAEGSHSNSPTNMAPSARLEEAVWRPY
# Target sequence (Q13951 whole entry, looked up, the tested form may be a part): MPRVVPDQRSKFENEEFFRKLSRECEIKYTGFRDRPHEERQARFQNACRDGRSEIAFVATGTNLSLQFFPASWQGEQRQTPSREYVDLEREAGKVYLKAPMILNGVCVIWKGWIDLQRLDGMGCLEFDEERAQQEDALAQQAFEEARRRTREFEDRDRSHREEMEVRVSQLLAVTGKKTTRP
#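 Assay system: Cerulean-tagged RUNX1 Runt domain (FRET donor) fusion protein / Amount: 100 nM each of Venus-CBFb and Cerulean-Runt domain / Medium: Tris buffer pH 7.5 with salts and BSA / Also added: Venus-CBFb 100 nM / Schedule: 1 h complex formation plus 1 h compound treatment, room temperature / Signal: FRET fluorescence / Read-out: loss of energy transfer signal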
# NCF1 inh: p47phox (human) inhibition; inhibition, % at 24.7 µM; p47phox/p22phox peptide binding, fluorescence polarization, 2 h; 0.53% of 220,000 active; P14598;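 active means inhibition above about 30%, limit read from the data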;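 further: 0% = p47phox with labelled peptide and 100% = labelled peptide alone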
# RBBP9 inh: human RBBP9 hydrolase inhibition; O75884; recombinant RBBP9, FP-Rh probe fluorescence polarization; inhibition, % at 7.94 µM; 0.2% of 220,000 active; AID 1515;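 active means inhibition above the campaign mean of all tested compounds plus 3 SD, cut at about 14% in these data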;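 further: plate controls were DMSO wells with RBBP9 for no effect and wells lacking RBBP9 protein for full effect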
# Target sequence (O75884 whole entry, looked up): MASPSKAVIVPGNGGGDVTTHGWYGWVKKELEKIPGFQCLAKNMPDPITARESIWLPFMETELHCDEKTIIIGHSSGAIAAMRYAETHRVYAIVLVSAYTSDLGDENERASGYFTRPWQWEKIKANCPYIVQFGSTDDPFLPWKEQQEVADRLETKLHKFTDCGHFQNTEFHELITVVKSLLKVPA
#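 System: RBBP9 protein / Buffer or medium: Tris/NaCl buffer pH 8.0 with 0.1% Pluronic / Probe or stimulus: Serine-hydrolase probe FP-Rh, 375 nM pre-mixing / Dosing: 7.94 µM single dose, 0.794% DMSO / Times: enzyme-compound preincubation 30 min, then probe labeling 45 min, 25 °C / Technique: fluorescence polarization (mP), excitation 525 nm, emission 598 nm / Replication: singlicate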
# Runt-SMMHC FRET: inhibitors of human RUNX1 Runt domain binding to CBFb-SMMHC; Cerulean-Runt/Venus-CBFb-SMMHC FRET ratio 530/480, 1 h; AID 1434; inhibition, % at 20 µM; 0.74% of 220,000 active; Q01196+Q13951;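 active means mean inhibition across duplicate retests at 20 µM reaching about 50%, limit read from the data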;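 further: 0% = DMSO wells and 100% = wells with excess untagged CBFb-SMMHC; inhibitors lower the FRET ratio by blocking Runt binding to CBFb-SMMHC; some results filed as inactive read as strong as hits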
# An asterisk follows results filed as active; nt = no result given; & = joins results of further samples; [ ] = remark or other dose.
m-calpain inh,EBV gp42 inh,Tb hexokinase,Furin inhibitor,p97 ATPase inh,Runt-CBFb FRET,NCF1 inh,RBBP9 inh,Runt-SMMHC FRET,SMILES
24,7,2,-19[20 µM],4,1,-8,0,-4,Cc1ccc(Cl)cc1N1CCN(Cc2cc3c(cc2O)CCC3)CC1
8,-6,1,-2[20 µM],-9,-2,2,-4,0,CCOC(=O)c1ccccc1NC(=O)CSc1nccn1C
5,0,-1,-15,0,-1,-7,-1,1,O=c1ccc2ccc(Oc3ccc([N+](=O)[O-])cc3Cl)cc2o1
-25,-14,-4,-16,7,53*,1,1,20,O=C(O)c1ccccc1SC1CC(=O)N(c2cccc3ccccc23)C1=O (centres undefined)
-15,-14,-5,-20,2,12,5,-2,0,COc1ccc(CCCc2n[nH]c(=S)o2)c(C)c1
-10,-11,1,-24,4,10,-6,-5,3,CCCCCn1c(=O)c(C(=O)OCC)c(O)c2ccccc21
-14,-19,1,-26,10,-1,-8,-4,-2,Cc1ccc(NC(=O)C(=O)NCc2ccco2)c(C)c1
-22,5,-2,-16,3,10,-28,0,23,CS/C(N)=N/N=C/c1cc(Br)cc(Br)c1O
-21,4,-7,-20,1,0,-24,-5,1,CCCN1CCN(C(=O)Nc2cccc(C(F)(F)F)c2)CC1
-9,7,-9,-16[20 µM],-3,-5,-8,7,-2,O=C(CN1CCN(c2ccccc2)CC1)Nc1ccc(Oc2ccccc2)cc1
-175,-20,-30,-16,2,-3,-12,-8,-5,CCOC(=O)c1sc(NC(=O)c2cc3n(n2)C(C(F)(F)F)CC(c2ccccc2)N3)c(C(=O)OCC)c1C (centres undefined)
0,-7,-4,-32,3,1,-6,1,1,CC(NC(=S)Nc1ccccc1)C(c1cccs1)N1CCOCC1 (centres undefined)
33,12,38,1,-4,0,-5,-10,-1,Cc1ccc(SCCNC(=O)/C=C/c2ccc([N+](=O)[O-])cc2)cc1
-102,-14,4,-23[20 µM],1,-5,-7,-8,3,CCN(CC)C(=O)CSc1nc(-c2ccco2)cc(C(F)(F)F)c1C#N
24,0,-1,-22[20 µM],0,-1,-9,-4,0,C=CCn1c(COc2ccccc2C)nnc1SCC(=O)O
-17,-25,0,-22,4,3,-15,0,1,CNC(=O)c1ccccc1Sc1ccccc1CO

# Individual results from the results shown.
# CNC(=O)c1ccccc1Sc1ccccc1CO – Tb hexokinase = 0
# CCCN1CCN(C(=O)Nc2cccc(C(F)(F)F)c2)CC1 – p97 ATPase inh = 1

# Next part:
m-calpain inh,EBV gp42 inh,Tb hexokinase,Furin inhibitor,p97 ATPase inh,Runt-CBFb FRET,NCF1 inh,RBBP9 inh,Runt-SMMHC FRET,SMILES
-7,3,-18,-15,-1,3,-7,-5,-2,Cn1c2c(c3ccccc31)CCSC2=O
15,-11,-31,9,2,-3,1,-4,-4,COc1cccc2sc(/N=C/N(C)C)nc12
-56,-17,-10,-8,-1,19,-5,-6,2,COc1cc(CNc2ccc(N3CCN(C(C)=O)CC3)cc2)ccc1OCc1ccccc1
-13,-5,-8,-11,5,0,-10,-11,-2,O=C1C2C3C=CC(C3)C2C(=O)N1c1ccc(S(=O)(=O)Nc2nccs2)cc1 (centres undefined)
20,-18,33,2,5,-1,4,-10,-1,COc1cccc(C(=O)COC(=O)c2ccc(NC(C)=O)cc2)c1
4,-7,-8,-34,nt,0,-4,nt,2,C/C=C(\C)C(=O)N1CC2(CC(c3cccc(NC(=O)CCCCC)c3)=NO2)C[C@@H]1C(N)=O (some centres undefined)
-17,-11,-22,-23,0,1,-15,-5,2,NS(=O)(=O)c1ccc(NC(=O)/C=C/c2cccs2)cc1
9,-9,2,-15,5,-1,-4,-9,4,CCOC(=O)c1cc2sc(C)cc2n1CC(=O)Nc1ccc2c(c1)OCCO2
17,-9,1,-16,-4,1,-10,-8,-2,CCc1ccc(C(=O)OCC(=O)NCC(F)(F)F)cc1
36,-8,0,-8,-5,-7,1,-4,-2,O=C(c1cccc(Cl)c1)N1CCN(c2ncnc3c2cnn3-c2ccccc2)CC1
27,-25,2,-1,-4,3,-12,-5,2,CCOc1ccc(C(=O)CN2CCN(S(=O)(=O)c3ccc(Br)cc3)CC2)cc1
8,-12,48,-9,5,-4,-7,3,0,CCOC(=O)c1cccc(NC(=O)CSc2nnnn2C)c1
-37,-20,1,-25[20 µM],-1,-2,8,-4,-2,COC(=O)c1ccc2c(=O)n(CCCCCC(=O)NCc3ccccc3)c(=O)[nH]c2c1
15,-9,3,-23,4,-2,-20,-13,0,Cc1ccc(NC(=O)C(C)c2cccc(C(=O)c3ccccc3)c2)cc1O (centres undefined)
-43,0,1,-18[20 µM],0,2,165*,4,-3,Cc1cc(OCC(=O)Nc2ccc(F)c(F)c2)nc(C(C)C)n1
6,6,1,-8,-7,-3,1,-9,-2,CCCC(=O)Oc1c(S(=O)(=O)c2ccc(C)cc2)c(C)nn1C(C)(C)C
-10,-20,-6,13[20 µM],-7,1,-29,-15,0,S=c1nc(C2CC2)[nH]c2ccccc12
8,-6,0,-27,5,0,-4,-12,-2,[O-][n+]1onc2c1CCc1c-2nc(-c2ccccc2)n1OCc1ccccc1
-40,-17,8,-19,3,-10,1,5,-5,Cc1ccc(C)c(N=Nc2ccc(O)c3ncccc23)c1
0,-7,40,-14[20 µM],5,-3,-6,-1,2,O=C(Nc1ccc(O)cc1)c1cc(S(=O)(=O)N2CCCC2)ccc1Cl
-7,-4,6,-9,6,-2,10,-2,-2,C#CCOCCOCCOCCNc1nc(N2CCN(C(=O)[C@H]([C@@H](C)CC)n3cc(CCCN=C(N)N)nn3)CC2)nc(N2CCN(C(=O)[C@H]([C@@H](C)CC)n3cc(CCCN=C(N)N)nn3)CC2)n1
-31,-3,-4,10,2,-1,-17,-3,4,COC(=O)c1ccccc1NC(=O)CN1CCN(C23CC4CC(CC(C4)C2)C3)CC1
28,-7,-1,-20,-4,0,-21,-8,3,CCOc1ccccc1NC(=O)NC1(C(=O)N2CCN3CCCC3C2)CCCCC1 (centres undefined)
-11,-15,18,-13,-1,-2,-14,-3,4,COC(=O)c1ccccc1N1C(=O)C2C(C1=O)C1C=CC2C12CC2 (centres undefined)
10,-12,-17,-18,4,6,-6,-9,4,Cc1ccc(C(=O)c2c[nH]c3c(F)cc(F)cc3c2=O)cc1
-35,19,-7,-24,3,36,-3,6,85*,NC(=O)c1ccc(Oc2cccc3cccnc23)c([N+](=O)[O-])c1
-16,-8,3,-5[20 µM],-11,2,-16,5,4,CC(=O)CSc1nnc(NC(=O)CCc2ccccc2)s1
5,-10,-6,-35,5,-1,-9,-5,2,COc1ccc(OC)c(-c2c[n+](=O)c3c(n2[O-])CCCC3)c1
5,2,-7,-7[20 µM],-9,2,-2,12,-5,COc1ccc(N(C)C2=NS(=O)(=O)c3ccccc32)cc1
4,11,-25,-5,-17,-1,13,-8,1,O=C(Nc1ccc(-c2cn3ccccc3n2)cc1)c1ccco1
-20,-5,-6,-11[20 µM],0,1,-10,-7,-3,O=C(NCCNC(=O)c1cccs1)c1ccco1
-40,-1,-7,-27[20 µM],0,-2,2,-7,-4,COCCCn1c(SCc2ccc(OC)cc2)nc2cc(OC)c(OC)cc2c1=N

# Limited to RBBP9 inh and p97 ATPase inh, for 6 of the compounds above:
molecule	RBBP9 inh	p97 ATPase inh
O=C(NCCNC(=O)c1cccs1)c1ccco1	-7	0
COCCCn1c(SCc2ccc(OC)cc2)nc2cc(OC)c(OC)cc2c1=N	-7	0
NC(=O)c1ccc(Oc2cccc3cccnc23)c([N+](=O)[O-])c1	6	3
O=C(Nc1ccc(-c2cn3ccccc3n2)cc1)c1ccco1	-8	-17
COc1ccc(N(C)C2=NS(=O)(=O)c3ccccc32)cc1	12	-9
COc1ccc(OC)c(-c2c[n+](=O)c3c(n2[O-])CCCC3)c1	-5	5

# Continued.
m-calpain inh,EBV gp42 inh,Tb hexokinase,Furin inhibitor,p97 ATPase inh,Runt-CBFb FRET,NCF1 inh,RBBP9 inh,Runt-SMMHC FRET,SMILES
-1,2,-12,-19,-1,-5,0,-12,-2,COC(=O)c1sc(-c2ccccc2)cc1NC(=O)C1CC1
-58,-20,-19,-12[20 µM],4,7,-214,-5,-3,COCCn1c(C)cc(C2=NNC(=Nc3ccc(OC)cc3)SC2)c1C
17,-12,-7,-15,9,2,4,6,-6,Cc1nc(Cl)c(C#N)c2c1CCCC2
5,-8,0,-25,1,-2,2,-1,3,COCc1ccc(C(=O)N2CCCC(C(=O)c3cccc(C(F)(F)F)c3)C2)o1 (centres undefined)
-10,-10,7,-7,0,-2,-12,0,-2,Cc1ccccc1OCC(=O)NCCN1CCCC1
-104,-4,-7,-27,-4,3,-17,5,1,Cc1ccc(C#N)c(SCC(=O)Nc2nccs2)n1
0,-8,1,-19,2,-2,-8,-4,-1,CCN(CC)CC(=O)Nc1c(Br)ccc2c1OCO2
17,1,-1,-4[20 µM],3,nt,3,1,-8,O=C(N/N=C1\CCCc2ccccc21)c1ccc([N+](=O)[O-])cc1Cl
-26,-11,-6,-31,6,2,-8,-5,-3,O=C(N/N=C/c1ccc(OCC(=O)N2CCOCC2)cc1)c1ccccc1Cl
-11,-1,3,-10,-3,0,-10,-6,-2,CN(C(=O)CC(=O)Nc1ccc(Cl)c(Cl)c1)c1ccccc1
11,-15,5,1[20 µM],-6,-2,-9,-11,-2,C=CCNc1nc(SC)nc2ccsc12
-23,-1,1,-23,7,0,-14,-3,2,O=C(c1ccccc1NS(=O)(=O)c1ccc(F)cc1)N1CCc2ccccc21
-30,-12,-5,-17,-2,-1,-6,-5,-1,Cc1ccsc1C(=O)OCC(=O)N1CC(=O)Nc2ccccc21
2&45,-12&-53,5&-3,0,-6&6,0&1,1&1,-8&8,3&2,COC(=O)c1ccc(NC(=O)CCN2CCCCC2)cc1
-7,4,-12,-21,-5,nt,-5,-3,nt,CC(C)Oc1ccc(/C=C(/NC(=O)c2ccccc2)C(=O)NCCC(=O)O)cc1
-214,12,7,-4[20 µM],10,20,-29,4,20,Cc1cc(SCC(=O)N/N=C/c2ccc(O)c(O)c2O)c(C)cc1Br
19,-5,-7,-20,nt,2,-2,nt,-1,COc1cc2c(cc1OC)C(c1ccccc1)N(C(=O)c1ccco1)CC2 (centres undefined)
33,-2,-14,-21,-15,1,0,-6,-2,NC(=S)N/N=C/c1cn(-c2ccccc2)nc1-c1cccnc1
-16,-16,-10,-13,-3,1,-18,-7,0,COc1ccc(Cc2nc(-c3ccc(Br)o3)no2)cc1OC
-17,-10,-2,-29,nt,-2,0,nt,0,CCCCCn1c(NC2CCCCC2)nc2c1c(=O)[nH]c(=O)n2C
-7,-9,-3,-13[20 µM],4,0,-5,-3,0,CCCCN(C)CCCNC(=O)C1CC(=O)N(Cc2ccc(OC)cc2)C1 (centres undefined)
2,-22,-14,-11[20 µM],11,0,-7,0,2,CC1=NN(c2ccc(N)cc2)C(=O)C1
-34,-17,0,-20,4,5,4,-8,-1,CCCn1c(SCC(=O)Nc2cccc(NC(C)=O)c2)nnc1C(C)C
-21,7,0,-5,7,7,-4,2,7,CN(C)S(=O)(=O)c1cccc(NC(=O)COC(=O)/C=C/c2ccco2)c1
9,3,3,-31,2,-3,-1,-7,-6,O=C(CN1CCN(CCC(=O)Nc2ccccc2F)CC1)Nc1ccc(Cl)cc1
-467,-11,-8,-16[20 µM],4,nt,-10,-7,-4,Cc1ccc2nc(-c3ccc(NC(=O)Cc4cccs4)cc3)[nH]c2c1
-17,-17,-2,2[20 µM],6,0,-10,3,-3,CCCNS(=O)(=O)c1ccc(CCC(=O)NCC2CCCO2)cc1 (centres undefined)
